HCV inh: inhibitors of hepatitis C virus infection. hit rate 3.4% among 340,000. Potency, µM (titrated, usually from 41.8 µM), inactives show at the highest dose activity change, negative = inhibition, actives largely listed as inhibitors. Huh7.5.1 HCVcc-Cre infection, luciferase reporter, 44 h; also: potency is read from the fitted curve at half-maximal effect; % is scaled to controls: 0 for no effect and ±100 for the full control effect
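Infectious HCV cell culture screen: compound-treated cells (1,000/well, pre-plated 4 h) are infected with HCVcc-Cre at roughly 0.5 moi and grown 44 h. Infection is quantified by luciferase signal after 15 min substrate incubation at room temperature.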
Pf growth 48h: P. falciparum growth inhibition at 48 hours (one generation). AID 504832. P. falciparum luciferase growth in erythrocytes, 48 h. Potency, µM (highest dose often 28.7 µM), without a hit: at the top dose activity change, negative = inhibition, usual class: inhibitors. hit rate 5.9% among 310,000; also: potency is read from the fitted curve at half-maximal effect; % is scaled to controls: 0 for no effect and ±100 for the full control effect
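Parasite viability was followed by luminescence of a genomically integrated firefly luciferase. Cultures held 0.1% parasitemia at 2% hematocrit (final), incubated under 5% CO2 at 37 C.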
FBPA Giardia inh: Giardia lamblia aldolase inhibition | hit rate 0.71% among 290,000 | Potency, µM (highest dose often 59.6 µM), for inactives: at the top dose activity, negative = inhibition, hits mostly inhibitors | A8B2U2 | AID 2451 | purified Giardia FBPA; also: potency is read from the fitted curve at half-maximal effect; % is scaled to controls: 0 for no effect and ±100 for the full control effect; nearly all actives have a fitted effect of over 55% in size
Target sequence (A8B2U2 whole entry, looked up): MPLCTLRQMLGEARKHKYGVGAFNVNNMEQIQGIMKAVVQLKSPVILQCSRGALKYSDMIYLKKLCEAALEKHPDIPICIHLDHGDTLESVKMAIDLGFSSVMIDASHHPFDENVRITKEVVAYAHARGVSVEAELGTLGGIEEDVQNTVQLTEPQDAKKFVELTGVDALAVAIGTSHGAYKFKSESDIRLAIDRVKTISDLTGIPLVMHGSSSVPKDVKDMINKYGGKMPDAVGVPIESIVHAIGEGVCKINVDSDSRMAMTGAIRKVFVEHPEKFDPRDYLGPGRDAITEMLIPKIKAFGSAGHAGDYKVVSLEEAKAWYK
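40 nM FBPA preincubated 10 min at RT with compound (up to 57.5 uM final), then substrate plus GAPDH/TPI/NAD/arsenate coupling and diaphorase/resazurin added. Fluorescence read after 20 min at RT, 525/598 nm.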
Shiga toxin inh: inhibitors of Shiga toxin in Vero cells. Vero cells, Shiga toxin protein synthesis inhibition reporter. inhibition, % at 38.7 µM. hit rate 9.2% among 290,000. AID 2315; in the data active = inhibition mostly above about 28%, no sharp cut-off; inactive = mostly below about 43%; also: 0% is about no effect
Pf growth 96h: P. falciparum growth inhibition at 96 hour, primary screen for plastid delayed-death inhibitors; Potency, µM (top dose mostly 28.7 µM), inactives show top-dose activity change, negative = inhibition, hits mostly inhibitors; P. falciparum luciferase reporter growth, 96 h; hit rate 6.9% among 320,000; also: potency is read from the fitted curve at half-maximal effect; % is scaled to controls: 0 for no effect and ±100 for the full control effect
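Two parasite generations (96 h, 37 C, 5% CO2) of compound exposure in infected erythrocytes (0.05% parasitemia, 2% hematocrit). Luciferase-reporter P. falciparum; decreased luminescence indicates inhibited growth, aimed at apicoplast-acting delayed death.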
CHX counter: counter-screen for Shiga toxin inhibitors: cycloheximide protein synthesis inhibition | max response, % | cell reporter, cycloheximide protein synthesis inhibition counterscreen | hit rate 12% among 300,000; in the data active = max response mostly above about 13%, no sharp cut-off; inactive = mostly below about 14%; also: read at 38.3 µM for the half of the compounds with a filed dose; 0% is about no effect
* = called active by the depositor; i = inactive; ? = inconclusive; nt = not tested or not shown; [ ] = dose if it differs, or a comment. Unless noted, calls follow the shape of the dose curve; as a rule, active = well fitted curve in the direction sought with a large enough effect; inconclusive = small, poorly fitted or top-dose-only effect, or another doubt; inactive = no such curve, though single readings can be large; an effect the other way counts as inactive or inconclusive.

1	N#CCCn1cc(/C=N/O)c(-c2cccc([N+](=O)[O-])c2)n1
2	COc1ccccc1N1CCN(C(=O)c2ccc3c(c2)NC(=O)C(CSCc2ccccc2C)N3)CC1 (configuration not stated)
3	CC1(N2CCOCC2)CC2(O)C(=[N+]1[O-])CCc1nonc12 (configuration not stated)
4	O=[N+]([O-])/C(C(=C(Cl)Cl)N1CCOCC1)=C1\NCCO1
5	CCOc1ccc(OCC(=O)OCC(=O)N2CCN(C(=O)c3ccco3)CC2)cc1
6	O=S(=O)(Cc1ccc(Cl)cc1)CC(O)COCc1ccccc1 (configuration not stated)

screen / no. | 1 | 2 | 3 | 4 | 5 | 6
HCV inh | 27% | nt | nt | 1% | 16% | 14%
Pf growth 48h | 10% | ? | 5% | -3% | 5% | nt
FBPA Giardia inh | 3% | -24% | ? | 2% | nt | 0%
Shiga toxin inh | -5 | -7 | 9 | -14 | nt | -6
Pf growth 96h | 10% | -13% | -12% | 15% | 16% | 18%
CHX counter | -1 | 15 | 12 | 6 | nt | -5

7	CCN1CCN(CC(=O)Nc2ccc(C)cc2C)C(=O)C1=O
8	COc1ccccc1NS(=O)(=O)c1cc2c3c(c1)CCN3C(=O)CC2
9	CC(=O)N(C)c1ccc(NS(=O)(=O)c2cccc3nsnc23)cc1
10	O=C(COC(=O)c1ccccc1NC(=O)c1ccco1)Nc1ccc2c(c1)OCO2
11	COc1ccc(Cl)cc1CSc1n[nH]c(C)n1
12	OCCSc1nc(-c2ccccc2)nc2ccc(F)cc12

screen / no. | 7 | 8 | 9 | 10 | 11 | 12
HCV inh | 5% | -3% | 17% | ? | -11% | ?
Pf growth 48h | nt | -12% | 3% | -12% | -24% | 22%
FBPA Giardia inh | 4% | nt | -15% | 7% | 5% | -6%
Shiga toxin inh | -4 | nt | -5 | 59 | -12 | -2
Pf growth 96h | -23% | -12% | 170%[activator] | 31%[activator] | 2% | -56%
CHX counter | 0 | nt | -1 | 17* | -1 | 1

13	Cc1cc(/C=C2/SC(=O)N(CC(=O)N3CCCC3)C2=O)ccc1N1CCOCC1
14	CCOc1ccc(S(=O)(=O)Nc2cccc(C(=O)N3CC(C)OC(C)C3)c2)cc1 (configuration not stated)
15	CCOC(=O)/C(=N\Nc1cccc(C(F)(F)F)c1)N1CCOCC1
16	COc1ccc(C(CNC(=O)CNC(=O)c2ccc(F)cc2)N2CCCC2)cc1 (configuration not stated)
17	COc1ccccc1NC(=O)COc1ccc(/C=N/NC(=O)CSCc2ccc(Cl)cc2)cc1
18	COc1ccccc1C(=O)NC(=O)Nc1c(C)cc(C)cc1C

screen / no. | 13 | 14 | 15 | 16 | 17 | 18
HCV inh | -25% | 13% | -5% | 13% | ? | 13µM*
Pf growth 48h | -15% | ? | ? | -18% | 17% | -24%
FBPA Giardia inh | -6% | nt | -9% | nt | 5% | 7%
Shiga toxin inh | 21 | nt | 3 | nt | -11 | 38
Pf growth 96h | 7% | 9% | 51%[activator] | 3% | 16% | 44%[activator]
CHX counter | 12 | nt | -1 | nt | -3 | 16

19	O=C(NCC1CC1)c1ccc2c3n(nc2c1)-c1ccccc1CO3
20	Cc1cc(C)nc(N2CCCC(C(=O)NCc3ccccc3F)C2)n1 (configuration not stated)
21	NC(=O)c1ccccc1OCCOc1ccc(Br)cc1
22	CCOc1ccc2nc(N/C(N)=N/C(=S)Nc3cccc(OC)c3)nc(C)c2c1
23	COc1ccc(NC2SC(=O)N(CC(=O)O)C2=O)cc1 (configuration not stated)
24	CS(=O)(=O)c1ccc(-n2c(=O)n(Cc3ccccc3)c(=O)c3[nH]cnc32)cc1

screen / no. | 19 | 20 | 21 | 22 | 23 | 24
HCV inh | ? | 8% | ? | ? | 0% | 11%
Pf growth 48h | 146%[activator] | 3% | 15% | ? | 58%[activator] | ?
FBPA Giardia inh | -4% | 2% | 8% | 3% | -21% | ?
Shiga toxin inh | 92* | -27 | 57* | -5 | -6 | -4
Pf growth 96h | 121%[activator] | 22% | -65% | ? | 28% | 8%
CHX counter | 30* | -3 | 17* | -1 | 22 | -4

25	CN(C)CCC=C1c2ccccc2CCc2ccccc21
26	O=C(NCc1ccccc1Cl)C(=O)NCC1CCCN1S(=O)(=O)c1cccs1 (configuration not stated)
27	NC(=O)C1(N2CCCCC2)CCN(C(=O)c2ccc(-n3cnnn3)cc2)CC1
28	CCc1cn(C2CC(O)C(CO)O2)c(=O)[nH]c1=O (configuration not stated)
29	COc1ccccc1NC(=O)C1=C(C)NC(=O)NC1c1cccc(OC)c1OC (configuration not stated)
30	Cc1ccc(OCC(=O)NCCCNC(=O)c2cccnc2)cc1C

screen / no. | 25 | 26 | 27 | 28 | 29 | 30
HCV inh | ? | 4% | 6% | 0% | 4% | 3%
Pf growth 48h | 15µM* | 15µM* | -4% | -18% | nt | -12%
FBPA Giardia inh | ? | nt | 6% | nt | -1% | 8%
Shiga toxin inh | -3 | nt | -19 | nt | -8 | -10
Pf growth 96h | ? | ? | 90%[activator] | -15% | nt | 12%
CHX counter | -4 | nt | -1 | nt | -3 | -4

31	CN(C)NC(=S)NC1CC2CCC1C2 (configuration not stated)
32	CC(C)(C)OC(=O)N1CCC2(CC1)C(C#N)=C(N)OC1=C2C(=O)CCC1
33	CCOC(=O)CN(C(=O)c1snc(C(N)=O)c1N)C(C(=O)NC1CCCCC1)c1ccc(F)cc1 (configuration not stated)
34	COCCN(C(=O)CSc1nnc(-c2ccccc2C)n1C)c1c(N)n(Cc2ccccc2)c(=O)[nH]c1=O
35	O=C(CNC(=O)c1ccco1)OCC(=O)c1ccc(Br)cc1
36	CC(C)N=C1NN=C(c2ccc(F)cc2)CS1

screen / no. | 31 | 32 | 33 | 34 | 35 | 36
HCV inh | 20% | 13% | -2% | 22% | 5% | 9%
Pf growth 48h | -5% | -7% | -3% | -19% | 9% | i
FBPA Giardia inh | -8% | 0% | 2% | 1% | nt | -18%
Shiga toxin inh | -9 | -8 | -4 | 6 | -9 | 80*
Pf growth 96h | -17% | -39% | ? | 0% | 0% | 233%[activator]
CHX counter | -2 | -2 | -3 | 11 | -7 | 18*

37	COc1ccc(/C=N/NC(=O)CCN2CCCCC2c2cccnc2)cc1Cn1cc([N+](=O)[O-])cn1 (configuration not stated)
38	CCOc1ccc2nc(N3CCCC(C(=O)NCCCN4CCCCC4)C3)sc2c1 (configuration not stated)
39	Cc1noc(C)c1COc1ccccc1C(=O)N(C)Cc1ccc(F)cc1
40	O=C(O)CCN1CCOCC1
41	O=C(Nc1ccc(Cl)cc1)/C(=C/c1cccc(O)c1)c1nc2ccccc2s1
42	COc1ccccc1NC(=O)C1CCCN(S(=O)(=O)c2cnc[nH]2)C1 (configuration not stated)

screen / no. | 37 | 38 | 39 | 40 | 41 | 42
HCV inh | ? | ? | 18% | 10% | 13µM* | -18%
Pf growth 48h | -16% | -10% | -16% | -2% | 9.3µM* | nt
FBPA Giardia inh | 5% | nt | nt | -13% | -5% | 3%
Shiga toxin inh | -8 | 36* | nt | -23 | 154* | -10
Pf growth 96h | -5% | -20% | 51%[activator] | nt | 4.1µM* | 0%
CHX counter | 1 | 20* | nt | -4 | 95* | -3

43	CCC(C)Sc1cccc(-c2nc3ccc(C)cn3c2NC2CCCCC2)c1 (configuration not stated)
44	Cc1ccc(C2NC(C(=O)O)CS2)cc1 (configuration not stated)
45	Cc1ccc(NC(=O)CNCc2ccccc2Cl)cc1S(=O)(=O)N(C)C
46	O=C(CCC(=O)N1CCCCC1)Nc1ccc(Cl)c(Cl)c1
47	Cc1ccc(C(=O)COC(=O)CCc2nc3ccccc3[nH]c2=O)cc1C
48	CC(NC(=O)c1cccnc1)C(=O)O (configuration not stated)

screen / no. | 43 | 44 | 45 | 46 | 47 | 48
HCV inh | -9% | nt | -12% | 5% | 4% | 12%
Pf growth 48h | 8.3µM* | 6% | nt | 13% | 11% | 19%
FBPA Giardia inh | nt | -15% | 22µM* | nt | 4% | 4%
Shiga toxin inh | nt | -7 | 58* | 10 | -14 | 0
Pf growth 96h | 13µM* | 18% | ? | 12µM* | 2.6µM* | 115%[activator][5.75 µM]
CHX counter | nt | 1 | 40* | -1 | -4 | 2

Rewritten with two lines to a compound: ten of the compounds above
Below each SMILES: HCV inh	Pf growth 48h	FBPA Giardia inh	Shiga toxin inh	Pf growth 96h	CHX counter
[39] Cc1noc(C)c1COc1ccccc1C(=O)N(C)Cc1ccc(F)cc1
  18%	-16%	nt	nt	51%[activator]	nt
[40] O=C(O)CCN1CCOCC1
  10%	-2%	-13%	-23	nt	-4
[41] O=C(Nc1ccc(Cl)cc1)/C(=C/c1cccc(O)c1)c1nc2ccccc2s1
  13µM*	9.3µM*	-5%	154*	4.1µM*	95*
[42] COc1ccccc1NC(=O)C1CCCN(S(=O)(=O)c2cnc[nH]2)C1 (configuration not stated)
  -18%	nt	3%	-10	0%	-3
[43] CCC(C)Sc1cccc(-c2nc3ccc(C)cn3c2NC2CCCCC2)c1 (configuration not stated)
  -9%	8.3µM*	nt	nt	13µM*	nt
[44] Cc1ccc(C2NC(C(=O)O)CS2)cc1 (configuration not stated)
  nt	6%	-15%	-7	18%	1
[45] Cc1ccc(NC(=O)CNCc2ccccc2Cl)cc1S(=O)(=O)N(C)C
  -12%	nt	22µM*	58*	?	40*
[46] O=C(CCC(=O)N1CCCCC1)Nc1ccc(Cl)c(Cl)c1
  5%	13%	nt	10	12µM*	-1
[47] Cc1ccc(C(=O)COC(=O)CCc2nc3ccccc3[nH]c2=O)cc1C
  4%	11%	4%	-14	2.6µM*	-4
[48] CC(NC(=O)c1cccnc1)C(=O)O (configuration not stated)
  12%	19%	4%	0	115%[activator][5.75 µM]	2

Carrying on.
49	CCCn1c(=O)c(C(=O)Nc2ncccc2O)c(O)c2ccccc21
50	Cc1ccc(Cl)cc1N1CCN(C(=O)Cc2cn(C)c3ccccc23)CC1
51	CCCC(C)C(=O)Nc1cc([N+](=O)[O-])ccc1F (configuration not stated)
52	CC1=NN(C(=O)c2ccc(Cn3nc(C)c(Br)c3C)cc2)C(O)(C(F)(F)F)C1 (configuration not stated)
53	C#CCOCCOCCOCCNc1nc(N2CCN(C(=O)[C@H]([C@@H](C)CC)n3cc([C@@H](N)CC(C)C)nn3)CC2)nc(N2CCN(C(=O)[C@H](Cc3ccc(O)cc3)n3cc([C@@H](N)CC(C)C)nn3)CC2)n1
54	CCNc1ccc(N=Nc2c(C)n(C)n(-c3ccccc3)c2=O)cc1

screen / no. | 49 | 50 | 51 | 52 | 53 | 54
HCV inh | 17% | ? | -4% | 30%[activator] | -3% | -13%
Pf growth 48h | 2% | nt | -2% | -5% | ? | 15%
FBPA Giardia inh | ? | 1% | 5% | 3% | 1% | 1%
Shiga toxin inh | 9 | 10 | -7 | -3 | 14 | 40
Pf growth 96h | 2% | 41%[activator] | 4% | -13% | ? | ?
CHX counter | 1 | 7 | -1 | -1 | -2 | 21*

55	COc1cccc(CSc2ccc(S(=O)(=O)N3CCOCC3)cc2C(=O)NCC2CCCO2)c1OC (configuration not stated)
56	Cn1nc(C(F)(F)F)c(/C=N/OC(=O)c2ccccc2)c1Sc1ccc(Cl)cc1
57	O=C(c1cccc(S(=O)(=O)Nc2cccc(C(F)(F)F)c2)c1)N1CCOCC1
58	N#Cc1cc2c(nc1SCc1cccc(Cl)c1)CCCCC2
59	O=C(Nc1cc(C(F)(F)F)ccc1Cl)c1cccc(N2C(=O)CCC2=O)c1
60	CCC(C)(C)n1nnnc1C(c1cccs1)N1CCCCC1 (configuration not stated)

screen / no. | 55 | 56 | 57 | 58 | 59 | 60
HCV inh | -12% | ? | 10% | -8% | 12% | -27%
Pf growth 48h | ? | ? | 5% | ? | 19% | -16%
FBPA Giardia inh | 2% | -6% | 11% | 2% | nt | 5%
Shiga toxin inh | -7 | -15 | 23 | -3 | -6 | -8
Pf growth 96h | -4% | nt | 25% | 28% | 2% | 8%
CHX counter | 3 | 1 | -3 | -1 | -2 | -2

Assay outcomes from PubChem BioAssay.
